LRH-1 inv ag: inverse agonists of human LRH-1 (NR5A2); O00482; HEK293T StAR-luciferase reporter, LRH-1 transfected, 24 h; inhibition, % at 3.6 µM; 0.13% of 360,000 active; AID 602396;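 active = inhibition above the mean inhibition of all tested compounds plus 3 SD, cut at about 73% in these data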;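 also: 0% = DMSO wells and 100% = reporter-only cells lacking LRH-1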
COUP-TFII inh: inhibitors of human COUP-TFII (NR2F2); P24468; HEK293T NGFI-A luciferase reporter, luminescence; inhibition, % at 8.6 µM; 0.7% of 370,000 active; AID 686940;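 active = inhibition above a per-plate cutoff, mean inhibition of test wells between control levels plus 3 SD, cut at about 38% in these data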;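 also: cells cotransfected with COUP-TFII expression vector driving the NGFI-A reporter; 0% = median of COUP-TF2 test wells and 100% = reporter-only cells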
NCOA1 inh: human NCOA1 inhibition; Q15788; HEK293 GAL4-SRC1 luciferase reporter, luminescence; inhibition, % at 3.6 µM; 0.12% of 360,000 active;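 active = inhibition above the campaign mean plus 3 SD, with each screening campaign given its own cutoff, cut at about 60% in these data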;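 also: 0% = DMSO treated cells and 100% = gossypol at 36 µM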
KKLEB tox: CF airway cell cytotoxicity counter-screen | activity change (cytotoxicity), % at 5 µM | 0.36% of 360,000 active | KKLEB CF airway cells viability, ATPlite luminescence, overnight; active compounds read low; cells stimulated with P. aeruginosa culture filtrate;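 active = corrected activity change at or below -50% at 5 µM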
SRC2 inh: human SRC2 (NCOA2) inhibition; Q15596; AID 651957; 0.17% of 370,000 active; HEK293 GAL4-SRC2 luciferase reporter, luminescence; inhibition, % at 9 µM;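 active = inhibition above the mean inhibition of all tested compounds plus 3 SD, set per campaign, cut at about 52% in these data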;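 also: 0% = DMSO treated cells and 100% = cells given Gossypol at 36 µM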
EBV LMP1 NFkB: inhibitors of Epstein-Barr LMP1-induced NF-kappaB reporter; LMP1-induced NF-kappaB luciferase reporter cells, luminescence; inhibition, % at 12.5 µM; 0.69% of 350,000 active; AID 504558; in the data active = inhibition above about 41%;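 also: 0% = neutral control wells and 100% = reference inhibitor control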
SRC3 inh: inhibits human SRC3 coactivator; Q9Y6Q9; HEK293 GAL4-SRC3 luciferase reporter, luminescence; inhibition, % at 3.6 µM; 0.17% of 360,000 active; AID 588352;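 active = inhibition above a per-campaign cutoff, the mean of all compounds plus 3 SD, cut at about 60% in these data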;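 also: 0% = DMSO-treated cells and 100% = gossypol-treated cells at 36 µM; higher means less SRC3-driven luciferase light from the GAL4 reporter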
TRAIL sens C8: caspase-8 TRAIL sensitization; inhibition (viability loss, TRAIL sensitization), % at 10 µM; 1% of 360,000 active; AID 624354; NB7+C8 cells + TRAIL, ATPlite viability luminescence;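 active = compounds causing at least 50% loss of cell viability in the single-dose screen, relative to plate controls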
TROY NFkB inh: blocks TROY-dependent signaling in reporter cells; Q293 LMP1-TROYcd NF-kB luciferase reporter, 4 h; AID 1347056; inhibition, % at 10 µM; 0.98% of 360,000 active;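 active = compounds whose plate-normalised and pattern-corrected inhibition of the luciferase reporter signal at the single screening dose is 50% or more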
CF NFkB inh: cystic fibrosis NF-kB activation inhibition; 0.86% of 360,000 active; inhibition, % at 5 µM; KKLEB NF-kB-GFP reporter, PAF-induced, GFP fluorescence overnight; AID 588850;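 active = at least 50% inhibition at 5 µM, scaled per plate between neutral and stimulator controls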;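 also: PAF is a Pseudomonas aeruginosa culture filtrate used as stimulus; plate controls were PAF-stimulated DMSO wells for no effect and unstimulated DMSO wells for full effect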
TWEAK Fn14 block: TWEAK-Fn14 signaling inhibition | inhibition, % at 10 µM | AID 1159606 | TWEAK-stimulated Fn14 reporter cells, luciferase luminescence, 8 h | 2% of 360,000 active; in the data active = inhibition above about 50%
* hit, by the source's call; nt = not tested or not shown.

SMILES	LRH-1 inv ag	COUP-TFII inh	NCOA1 inh	KKLEB tox	SRC2 inh	EBV LMP1 NFkB	SRC3 inh	TRAIL sens C8	TROY NFkB inh	CF NFkB inh	TWEAK Fn14 block
COc1ccccc1NC(=O)Nc1nc(CC(=O)N2CCN(c3ccccc3)CC2)cs1	-14	14	-9	15	3	0	6	21	31	-4	27
Cc1ccc(NS(=O)(=O)c2cccc3nsnc23)cc1[N+](=O)[O-]	8	8	-5	1	-5	3	-17	9	-18	0	11
Cc1cccc(N(C(=O)CCC(=O)Nc2cc(C)on2)C(C(=O)NC2CCCC2)c2cccnc2)c1 (centres undefined)	-2	3	0	-9	0	1	-2	-9	-2	-19	0
Cc1nc(N2CCN(C(=O)c3cccs3)CC2)c2c3c(sc2n1)CCCC3	8	nt	5	12	nt	-5	11	0	25	-19	-5
CCn1c(CNc2ccccc2Cl)nnc1SCCN1CCCCC1	-14	7	8	0	-20	4	-2	-16	3	-23	-18
Cc1cc(C)c(NC(=O)c2ccc3c(c2)CCN3S(C)(=O)=O)c(C)c1	-7	-1	12	-2	0	14	15	-1	-5	-5	14
O=C(NNC(=O)c1ccc(Br)cc1)c1ccncc1	7	-12	-2	-5	0	-1	7	6	-1	22	3
CCOC(=O)N/N=C/c1cc(C)n(-c2cccc3ccccc23)c1C	-30	17	-14	1	-10	-4	10	12	16	1	-1
CCCCOC(=O)C1CCCC(C)N1 (centres undefined)	23	0	-7	-2	-3	-8	19	2	2	-4	-19
Cc1ccc(N)cc1S(=O)(=O)N(C)C	4	-2	-6	-2	-12	3	13	-2	-23	-13	-6

Entries of single compounds, quoted from the list. Values in the order: LRH-1 inv ag, COUP-TFII inh, NCOA1 inh, KKLEB tox, SRC2 inh, EBV LMP1 NFkB, SRC3 inh, TRAIL sens C8, TROY NFkB inh, CF NFkB inh, TWEAK Fn14 block
CCCCOC(=O)C1CCCC(C)N1 (centres undefined) in the list: 23, 0, -7, -2, -3, -8, 19, 2, 2, -4, -19
Cc1cc(C)c(NC(=O)c2ccc3c(c2)CCN3S(C)(=O)=O)c(C)c1 in the list: -7, -1, 12, -2, 0, 14, 15, -1, -5, -5, 14
COc1ccccc1NC(=O)Nc1nc(CC(=O)N2CCN(c3ccccc3)CC2)cs1 in the list: -14, 14, -9, 15, 3, 0, 6, 21, 31, -4, 27
O=C(NNC(=O)c1ccc(Br)cc1)c1ccncc1 in the list: 7, -12, -2, -5, 0, -1, 7, 6, -1, 22, 3
CCOC(=O)N/N=C/c1cc(C)n(-c2cccc3ccccc23)c1C in the list: -30, 17, -14, 1, -10, -4, 10, 12, 16, 1, -1

More entries.
SMILES	LRH-1 inv ag	COUP-TFII inh	NCOA1 inh	KKLEB tox	SRC2 inh	EBV LMP1 NFkB	SRC3 inh	TRAIL sens C8	TROY NFkB inh	CF NFkB inh	TWEAK Fn14 block
CC(=O)Nc1nc(C)c(C(C)=O)s1	-4	-5	16	3	16	2	2	26	-6	-4	-2
O=C(Nc1cccc(Cl)c1)c1ccc(OC(=S)N2CCOCC2)cc1	-145	-41	-51	1	-42	-6	-38	36	13	-14	21
O=C(Nc1ccccc1O)c1ccc(Cl)cc1	-29	22	-79	-4	-84	25	-56	15	-25	10	-64
CC1NC(=O)N(C)[C@@H]2NC(=O)N(C)C(c3ccc([N+](=O)[O-])cc3)[C@@H]12 (some centres undefined)	-4	21	-6	6	-8	-20	-9	-18	-2	-5	9
O=C(CNS(=O)(=O)c1ccc(Cl)cc1)OCC(=O)N1CCCc2ccccc21	11	4	1	12	-22	-5	13	-8	-37	3	-25
CC(C)N=C(Nc1ccc(Cl)cc1)c1cccnc1	-4	-33	-3	2	1	-2	12	3	3	6	-2
Cc1ccc(NC(=O)c2ccco2)nc1	-158	-27	-86	1	-59	-6	-53	10	-29	-22	12
COC(=O)C1=C(C(=O)OC)C(C(=O)OC)C(C(=O)OC)C(C(=O)OC)(C(=O)OC)C(C(=O)OC)=C1C(=O)OC (centres undefined)	-12	3	0	-6	23	4	-17	11	-7	11	1
COc1cc(CNC(=O)C2CCC(=O)N(C3CCCCCC3)C2)cc(OC)c1 (centres undefined)	4	5	4	8	8	5	-11	-6	-33	-11	0
Cc1cc(NC(=O)COC(=O)c2cccc(O)c2)no1	-17	-3	13	23	-5	8	11	4	12	-8	2
N#C/C(=C\c1cccc(Br)c1)C(=O)N1CCCCC1	5	14	8	-13	-2	10	14	2	-18	46	24
O=C(O)C1CSC(c2coc3ccccc3c2=O)N1 (centres undefined)	-15	-12	-12	-2	-16	-3	-4	2	18	14	8
CCCS(=O)(=O)NC(=O)C1(C)CCCN(C(=O)c2c(OC)cccc2OC)C1 (centres undefined)	6	10	1	-5	-6	nt	4	-10	14	4	4
COc1ccc(/C=C/C(=O)Nc2cccc(N3CCOCC3)c2)cc1OC	3	-1	-2	10	-4	1	11	-4	9	0	-1
COc1ccc(NC(=O)Cc2ccccc2F)cc1S(=O)(=O)N1CCCCC1	12	-4	-2	14	-23	8	2	8	-9	18	1
COc1ccc(Cl)cc1NC(=O)C(C)OC(=O)c1ccc(NS(=O)(=O)c2ccc3[nH]c(=O)[nH]c3c2)cc1 (centres undefined)	2	5	4	13	-1	-2	5	-15	48	-2	21
COc1cc(C(=O)Nc2ccc(Oc3ncnc4sc(-c5ccccc5)cc34)cc2)cc(OC)c1OC	-2	2	-21	-35	-4	-10	21	2	5	49	-41
Cn1c(=O)n(C)c2cc([N+](=O)[O-])c(N3CCN(S(=O)(=O)c4ccc5ccccc5c4)CC3)cc21	17	2	9	-2	2	3	4	0	-6	-36	-15
O=C(Nc1cccc(S(=O)(=O)N2CCOCC2)c1)c1cc2c(s1)CCC2	11	19	-4	22	21	-10	-4	15	-14	-9	20
COC(=O)c1ccccc1NC(=O)c1cc(-c2ccc(O)cc2)on1	0	4	5	-12	-5	-11	-7	51*	-7	8	-23

2 of the compounds above, with two lines to a compound.
Order of values – LRH-1 inv ag | COUP-TFII inh | NCOA1 inh | KKLEB tox | SRC2 inh | EBV LMP1 NFkB | SRC3 inh | TRAIL sens C8 | TROY NFkB inh | CF NFkB inh | TWEAK Fn14 block
- N#C/C(=C\c1cccc(Br)c1)C(=O)N1CCCCC1
  5 | 14 | 8 | -13 | -2 | 10 | 14 | 2 | -18 | 46 | 24
- COc1ccc(NC(=O)Cc2ccccc2F)cc1S(=O)(=O)N1CCCCC1
  12 | -4 | -2 | 14 | -23 | 8 | 2 | 8 | -9 | 18 | 1

Going on with the list.
SMILES	LRH-1 inv ag	COUP-TFII inh	NCOA1 inh	KKLEB tox	SRC2 inh	EBV LMP1 NFkB	SRC3 inh	TRAIL sens C8	TROY NFkB inh	CF NFkB inh	TWEAK Fn14 block
COc1cccc(C(=O)NNS(=O)(=O)c2ccc(F)cc2)c1	1	3	3	8	1	-9	-9	-4	-9	-14	9
COc1cccc(CN2CCNC(=O)C2CC(=O)NC2CCCCCCC2)c1 (centres undefined)	7	18	9	11	-9	5	12	-4	-24	11	12
Cc1ccc(C(=O)NCC(=O)O)o1	-1	6	-1	-2	31	2	7	0	-12	2	-4
CCCCNS(=O)(=O)c1ccc2nc(SCC(=O)N3CC(C)OC(C)C3)[nH]c2c1 (centres undefined)	-3	-1	17	4	17	5	12	-4	8	-4	15
CN(Cc1nc2ccccc2n1C)C(=O)c1ccco1	25	-7	3	24	0	-3	7	9	2	-24	4
CN(C(=O)c1ccncc1)c1nnc(-c2cccnc2)s1	8	-15	-3	0	-4	-12	17	0	7	-9	-1
CCn1cc(C(=O)NCc2ccc(C)o2)c2cc(OC)c(OC)cc2c1=O	6	7	-11	-7	16	10	16	5	-35	-9	-7
Cc1ccc(-n2ncc3c2CCCC3NC(=O)c2ccccc2N2CCOCC2)cc1C (centres undefined)	-2	-1	-9	7	-42	13	17	-16	3	16	15
c1cncc(CNc2ncnc3sc4c(c23)CCCC4)c1	-5	-7	1	0	9	5	7	3	11	9	21
C/C(=N/NC(=O)c1cc(Cl)ccc1O)C12CC3CC(CC(C3)C1)C2	-23	-20	-7	-3	-57	-4	-22	6	-49	1	-8
COc1ccc(C2=NN(c3nc4ccccc4s3)C(=O)/C2=C\N(C)C)cc1	6	-33	0	-2	-1	-2	1	5	-50	10	-6
COc1cc(C2CC(=O)c3c(ccc4ccccc34)N2)ccc1O (centres undefined)	0	-12	-21	7	16	-15	8	-3	8	-28	20
Cc1cccnc1NC(=O)c1ccc2nc(N)sc2c1	0	4	-7	-8	-19	-1	12	-2	-6	14	-2
O=C(O)c1ccccc1-c1ccccc1C(=O)Nc1ccc(OC(F)(F)F)cc1	10	6	19	9	-6	2	20	-19	5	4	-15
CCOc1ccc(/C=N/NC(=O)c2cc3ccccc3cc2OC)cc1	-4	-16	-12	1	-3	9	-15	38	14	-6	17
CCN1CCN(Cc2c(O)ccc3c2O/C(=C\C=C\c2ccccc2)C3=O)CC1	-9	-8	3	-3	-11	-28	-2	-4	-24	21	30
COc1cc2c(cc1OC)CN(CC(=O)Nc1ccc(F)cc1)C(C(=O)O)C2 (centres undefined)	2	-19	-21	-2	-8	-1	-16	-6	-5	12	-24
